BAZ2B inh – blocks human BAZ2B. Q9UIF8. AlphaScreen BAZ2B-H3K14Ac peptide displacement. Potency, µM (top dose mostly 114 µM), for inactives: at the top dose activity change, negative = inhibition, usual class: inhibitors. hit rate 4.4% among 360,000. AID 504333; further: potency means the concentration at half of the fitted maximal effect; on the % scale 0 is the no-effect control and ±100 the full control effect; nearly all actives have a fitted effect of over 60% in size
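BAZ2B 50 nM plus b-H3(5-23)K14Ac 50 nM, PBS pH 7.4/0.01% Tween-20, 30 min RT; compound added (max 110 uM), 30 min RT; streptavidin donor/Ni-chelate acceptor beads 10 ug/mL final, 20 min dark; AlphaScreen read.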
ALOX12 inh – ALOX12 (human) lipoxygenase inhibition. P18054. hit rate 1.1% among 580,000. purified 12hLO, xylenol orange hydroperoxide absorbance. Potency, µM (titrated, usually from 108 µM), for inactives: at the highest dose activity change, negative = inhibition, hits mostly inhibitors; further: potency means the concentration at half of the fitted maximal effect; on the % scale 0 is the no-effect control and ±100 the full control effect
Target sequence (P18054 whole entry, looked up): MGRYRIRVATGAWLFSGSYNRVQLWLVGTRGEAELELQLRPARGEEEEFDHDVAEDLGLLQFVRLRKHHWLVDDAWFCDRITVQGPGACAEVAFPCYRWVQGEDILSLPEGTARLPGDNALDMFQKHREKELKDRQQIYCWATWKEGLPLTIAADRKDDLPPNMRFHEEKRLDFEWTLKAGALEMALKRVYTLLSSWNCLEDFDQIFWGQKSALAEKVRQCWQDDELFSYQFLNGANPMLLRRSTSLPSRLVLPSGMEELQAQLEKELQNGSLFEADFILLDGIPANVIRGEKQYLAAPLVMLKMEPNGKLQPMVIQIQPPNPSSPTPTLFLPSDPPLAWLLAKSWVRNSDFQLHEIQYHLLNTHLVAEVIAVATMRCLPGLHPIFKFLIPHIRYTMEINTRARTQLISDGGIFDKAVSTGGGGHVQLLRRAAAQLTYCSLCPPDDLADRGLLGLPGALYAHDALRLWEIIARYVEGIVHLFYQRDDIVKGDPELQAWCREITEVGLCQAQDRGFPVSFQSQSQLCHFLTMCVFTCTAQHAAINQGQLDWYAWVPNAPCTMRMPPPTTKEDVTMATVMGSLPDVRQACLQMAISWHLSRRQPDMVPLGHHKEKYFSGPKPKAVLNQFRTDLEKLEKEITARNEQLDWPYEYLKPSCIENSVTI
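Purified human 12hLO (150 nM final) in 25 mM Hepes, 0.01% Triton X-100, pH 7.0 was preincubated 15 min at room temperature with compound. Then 40 uM arachidonic acid was added, 30 min. Hydroperoxide was read by Fe-XO absorbance ratio 573/405 nm.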
JMJD2A Tudor – JMJD2A Tudor domain (human) inhibition; O75164; AlphaScreen JMJD2A-Tudor / H3K4me3 peptide binding; Potency, µM (series often up to 114 µM), for inactives: top-dose activity change, negative = inhibition, hits mostly inhibitors; hit rate 4.4% among 390,000; further: potency means the concentration at half of the fitted maximal effect; on the % scale 0 is the no-effect control and ±100 the full control effect; nearly all actives have a fitted effect of over 50% in size
RGS4 inh – inhibitors of human regulator of G protein signaling 4; P49798; Transcreener GDP fluorescence polarization, RGS4-accelerated GTP hydrolysis; Potency, µM (top dose mostly 114 µM), without a hit: at the highest dose activity change, negative = inhibition, hits mostly inhibitors; hit rate 0.039% among 390,000; AID 504845; further: potency means the concentration at half of the fitted maximal effect; on the % scale 0 is the no-effect control and ±100 the full control effect; nearly all actives have a fitted effect of over 75% in size; some results filed as inactive show a strong effect at the top dose
Target sequence (P49798 whole entry, looked up): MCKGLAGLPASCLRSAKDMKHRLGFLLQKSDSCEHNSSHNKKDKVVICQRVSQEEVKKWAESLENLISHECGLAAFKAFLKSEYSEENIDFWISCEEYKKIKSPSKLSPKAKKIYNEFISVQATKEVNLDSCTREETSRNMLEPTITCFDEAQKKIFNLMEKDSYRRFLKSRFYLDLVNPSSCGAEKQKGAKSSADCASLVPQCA
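MLSMR compounds (23 nl, pin-transferred) preincubated 10 min at room temperature with a 500nM (2x) first reagent, then RGS4 at 900nM (2x) plus Transcreener GDP mix added; fluorescence polarization (620/688 nm) read before and after 90 min at 30 °C.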
HP1b chromo inh – blocks HP1-beta chromodomain binding to methylated histone tails; AlphaScreen HP1-beta / biotin-H3K9me3 peptide binding; P83916; hit rate 0.56% among 390,000; Potency, µM (doses to about 114 µM), for inactives: top-dose activity change, negative = inhibition, most hits filed as inhibitors; further: potency means the concentration at half of the fitted maximal effect; nearly all actives have a fitted effect of over 70% in size; inactives centre near 23
Target sequence (P83916 whole entry, looked up): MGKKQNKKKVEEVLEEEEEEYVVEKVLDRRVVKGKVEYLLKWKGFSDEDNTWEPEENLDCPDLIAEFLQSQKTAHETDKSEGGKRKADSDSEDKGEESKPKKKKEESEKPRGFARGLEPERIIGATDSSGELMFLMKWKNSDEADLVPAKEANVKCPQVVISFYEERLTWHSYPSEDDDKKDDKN
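AlphaScreen: HP1-beta (50 nM) preformed 30 min with biotin-H3(1-18)K9me3 peptide (50 nM) in PBS pH 7.4, 0.01% Tween-20. Compound added for 30 min at RT, then streptavidin donor/nickel chelate acceptor beads (10 ug/mL) for 30 min.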
G9a inh – G9a (human) methyltransferase inhibition; Q96KQ7; G9a H3K9 monomethylation, AlphaScreen, 2 h; Potency, µM (doses to about 102 µM), without a hit: at the highest dose activity, negative = inhibition, actives largely listed as inhibitors; hit rate 8.8% among 350,000; AID 504332; further: potency means the concentration at half of the fitted maximal effect; on the % scale 0 is the no-effect control and ±100 the full control effect; nearly all actives have a fitted effect of over 75% in size
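AlphaScreen read-out: biotin-H3K9 peptide (500 nM) methylation by 20 nM enzyme with 20 uM SAM, 2 h at room temperature after 15 min compound preincubation; anti-monomethyl H3K9 antibody plus donor/acceptor beads, 10 min dark.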
GLS inh – inhibitors of human glutaminase (GLS). O94925. GLS enzymatic activity, qHTS titration. Potency, µM (titrated, usually from 45.5 µM), inactives show top-dose activity change, negative = inhibition, usual class: inhibitors. hit rate 0.21% among 410,000; further: potency means the concentration at half of the fitted maximal effect; on the % scale 0 is the no-effect control and ±100 the full control effect
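hKGA in 45 mM KH2PO4 pH 8.2, 0.02% Tween-20 with pin-transferred compounds; 1 mM L-glutamine (stock) plus glutamate oxidase/HRP/Amplex Red coupling added. Fluorescence read initially and after 30 min at RT.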
ERG Ets-DNA blk – ERG Ets/DNA interaction inhibition. P11308. fluorescence polarization, His-ERG Ets domain / labelled DNA. Potency, µM (series often up to 76.9 µM), without a hit: top-dose FP activity, negative = inhibition, most hits filed as inhibitors. hit rate 0.028% among 370,000. AID 624246; active means well fitted inhibition curve with a large enough effect in the polarisation, with a control signal flat; inconclusive means small, poorly fitted or top-dose-only effect, or effect the other way, or a change in a side signal; inactive means no such curve, though single readings can be large or run the other way; the % refers to the polarisation;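 further: polarization taken with two DNA probes labelled with fluorescein and Texas red; potency means the concentration at half of the fitted maximal effect; % of control where 0% means no effect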
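His-tagged ERG Ets domain (1 uM in the protein solution; 300mM KCl, 50mM Tris-HCl, 1mM EDTA, 1mM DTT, pH 7.5) received compound, then a probe mix of 5 nM fluorescein-DNA and 100nM Texas-615-DNA. Fluorescence polarization was read for both dyes.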
PI4K2A block – inhibitors of human PI4K2A. activity change, negative = inhibition, % at 76.9 µM. AID 1346378. purified PI4K2A, ADP-Glo luminescence, 1 h; active compounds read low. hit rate 0.13% among 420,000. Q9BTU6; in the data active means activity change below about -50%; inconclusive means mostly about -30% to -49%;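 further: -100% = wells without enzyme as full effect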
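Compounds are screened against recombinant PI4K2A using PI as substrate and ATP, the latter dispensed at 300 microM. Reactions run one hour at ambient temperature before ADP-Glo detection; full inhibition defined by wells lacking enzyme.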
Starred values were filed as active, the others as inactive; ? = inconclusive; . = no result given; & = joins results of further samples; [ ] = dose if it differs, or a comment. Unless noted, the call rests on the fitted dose curve; in most records, active means well fitted curve in the direction sought with a large enough effect; inconclusive means small, poorly fitted or top-dose-only effect, or another doubt; inactive means no such curve, though single readings can be large; an effect the other way counts as inactive or inconclusive. An excerpt; count on the stated rates, not on these rows.

BAZ2B inh	ALOX12 inh	JMJD2A Tudor	RGS4 inh	HP1b chromo inh	G9a inh	GLS inh	ERG Ets-DNA blk	PI4K2A block	Molecule
.	198%[activator]	-11%	17%	39%[activator]	.	1%	-1%	-2	CC(=O)NS(=O)(=O)c1ccc(NC(=O)C(C)NS(=O)(=O)/C=C/c2ccccc2)cc1 (stereo unspecified)
6%	-2%	-14%[11.4 µM]	-47%[11.4 µM]	1%	9%[12.7 µM]	-19%	-5%	2	Cc1cc(C)nc(NC2=NCCN2C(=O)NC2CCCCC2)n1
-18%[57.1 µM]	-18%	?	-8%	41%[activator]	25µM*	4%	-1%	-18	Cc1cccc(N2CCN(c3ccc4cc(S(=O)(=O)N5CCCCC5)ccc4n3)CC2C)c1 (stereo unspecified)
?	-28%	-18%	-4%	23%	6%[2.33 µM]	3%	-6%	1	CCOc1ccccc1OCCCC(=O)N1CCN(S(=O)(=O)c2cccc(F)c2)CC1
0%	-4%	-13%	-27%	19%	15%	-1%	2%	3	Cc1nn(-c2ccccc2)c(C)c1/C=C/C(=O)OCC(=O)Nc1ncc(C(F)(F)F)cc1Cl
-8%	2%	-11%	0%	-3%	-3%	7%	4%	-3	O=C(Nc1ccc(NC(=O)c2cccnc2)cc1)c1ccccc1
-5%	-1%	1%	-16%	22%	-6%	-3%	9%	-3	CCCCn1c(N)c(N(CC(C)C)C(=O)C2CCN(S(=O)(=O)c3ccccc3)CC2)c(=O)[nH]c1=O
9%	31%	-15%	12%	22%	9%	4%	-4%	1	COCCNC(=O)c1cc(-c2ccccc2OC)on1
?	-24%	-26%	-5%	1%	45µM*	-1%	-7%	-4	Cn1cccc1C(NC(=O)c1ccccc1)C(Cl)(Cl)Cl (stereo unspecified)
7%	427%[activator]	-6%	23%	36%	21%[12.7 µM]	2%	1%	-7	CC(NC(=O)c1ccccc1)C(=O)OCn1nnc2ccccc2c1=O (stereo unspecified)
81%[activator]	?	74%[activator]	-13%	159%[activator]	215%[activator][59 µM]	-5%	2%	-1	CCNc1nc(Sc2ccc(C)cc2)cc(C(F)(F)F)n1
-17%	-3%	-8%	-17%	50%[activator]	3%[59 µM]	3%	-1%	-2	COc1ccc(CNC(=O)c2cnc3sc(N4CCCC4)nn3c2=O)c(OC)c1
.	?	3%	-15%	49%[activator]	.	3%	13%	1	CC(=O)c1ccc(NC(=O)COC(=O)Cc2ccsc2)cc1
-1%	11%	-12%	4%	6%	-37%	6%	3%	?	COc1cc([N+](=O)[O-])ccc1N/C=C/C(=O)c1cccs1
11%	-1%	4%	-18%	23%	-8%[59 µM]	2%	-13%	5	O=C(COc1ccc(F)cc1)NCC1(N2CCOCC2)CCCCC1
11%	-10%	-1%	3%	19%	19%[59 µM]	?	8%	-1	COC(=O)c1ccc(CN2C(=O)c3ccccc3C2=O)o1
1%	?	-12%	-18%	33%	?	-7%	34%[activator]	-2	O=C(c1cc2cc(Br)cc(Br)c2oc1=O)N1CCOCC1
-14%	24%	-22%	16%	18%	-31%	-27%	-13%	0	N#CCCn1cc(CNCc2ccccc2)c(-c2cccc([N+](=O)[O-])c2)n1
1%	-7%	-6%	17%	29%	6%[59 µM]	0%	3%	5	CCOC(=O)c1cccc(NC(=O)N2CC(CC)Sc3ccccc32)c1 (stereo unspecified)
-12%	128%[activator]	-10%	-2%	11%	.	18%	17%	-1	Cc1cc(OC2CCCCC2)nc(NCc2ccccc2)n1
22%	-6%	5%	9%	23%	20%[59 µM]	-3%	-3%	-3	O=C(Nc1ccccc1)/C(=C/c1cccc(Br)c1)NC(=O)c1ccco1
2%	-1%	-10%	-3%	28%	.	-2%	-5%	4	Cc1nc2c(cnn2-c2ccccc2)c(=O)[nH]1
74%[activator]	88%[activator]	93%[activator]	-12%	37%[activator]	180%[activator][59 µM]	-8%	7%	1	Cc1noc2ncnc(SCc3ccc(C(F)(F)F)cc3)c12
-17%	?	-14%[11.4 µM]	?	-3%	-32%	1%	-3%	8	Cc1cc(C)n2cc(CSc3nncn3C)nc2n1
1%	-9%	-9%[11.4 µM]	27%[11.4 µM]	33%	-6%	-9%	-2%	0	O=C1CCN(S(=O)(=O)c2ccc(Cl)cc2)CCN1
?	-11%	-27%	-37%	41%[activator]	-8%[59 µM]	18%	12%	-3	c1ccc(N2CCN(c3ncnc4sc5c(c34)CCC5)CC2)cc1
-6%	-2%	-9%	15%[11.4 µM]	39%[activator]	15%[59 µM]	12%	-3%	-21	Cc1ccc(NS(=O)(=O)c2c(C(=O)N3CCCC3)c(C)n(C)c2C)cc1
4%	?	1%	-16%	35%	16%[59 µM]	4%	.	3	COc1ccc(OCC(O)CN2CCN(c3ncccn3)CC2)cc1 (stereo unspecified)
9%	15%	-19%	17%	18%	15%[12.7 µM]	13%	-1%	0	O=C(OC1CCOC1=O)c1ccc(S(=O)(=O)N2CCCCCC2)cc1 (stereo unspecified)
-2%	-2%	-17%&-14%	2%&-7%	27%&47%	33%[59 µM]	-6%	-10%	7	COc1cc(C(CCN2CCOCC2)c2c(OC)cc(OC)c3c(C)cc(=O)oc23)cc(OC)c1OC (stereo unspecified)

Individual results from the entries so far.
`COc1cc(C(CCN2CCOCC2)c2c(OC)cc(OC)c3c(C)cc(=O)oc23)cc(OC)c1OC` (stereo unspecified) in PI4K2A block: 7
`Cc1cc(OC2CCCCC2)nc(NCc2ccccc2)n1` in GLS inh: 18%
`COc1ccc(OCC(O)CN2CCN(c3ncccn3)CC2)cc1` (stereo unspecified) in G9a inh: 16%[59 µM]
`O=C(Nc1ccccc1)/C(=C/c1cccc(Br)c1)NC(=O)c1ccco1` in JMJD2A Tudor: 5%

Next structures follow:
BAZ2B inh	ALOX12 inh	JMJD2A Tudor	RGS4 inh	HP1b chromo inh	G9a inh	GLS inh	ERG Ets-DNA blk	PI4K2A block	Molecule
22µM*	.	35µM*	-17%	?	.	10%	7%	2	COc1ccc(C2(C(=O)c3ccccc3)C(=O)c3ccccc3C2=O)cc1
-32%	-18%	-35%	13%	10%	-21%	1%	5%	-4	COCCCN1C(=O)/C(=C\c2ccc3c(c2)OCO3)C(C(=O)OC)=C1C
97%[activator]	-8%	70%[activator]	-15%	104%[activator]	111%[activator][59 µM]	-16%	1%	-3	Cc1ccccc1Cn1nnc2sc3c(c2c1=O)CCCC3
-13%	95%[activator]	-5%	37%	15%	-33%	-1%	9%	-2	O=C(CCSCCC(=O)Nc1c(F)c(F)c(F)c(F)c1F)Nc1c(F)c(F)c(F)c(F)c1F
8%	0%	-10%	21%	-1%	17%	-3%	-3%	-3	Cn1cnnc1SCC(=O)NCCc1ccccc1
.	8%	-7%	3%	24%	.	1%	3%	0	CN1C(=O)C2(CCCCC2)C1c1ccccc1 (stereo unspecified)
35µM*	0%	?	?	-57%	20µM*	-11%	21%	-3	CC1=C/C(=N\OS(=O)(=O)c2ccccc2)C(C)=CC1=O
-33%	-1%	-4%	10%	36%	?	23%	-1%	4	CCOC(=O)C1C(=O)C(C(=O)OCC)C(c2cccnc2)NC1c1cccnc1 (stereo unspecified)
2%	-10%	10%	6%	20%	-8%[59 µM]	9%	0%	4	COC(=O)Nc1ccc(S(=O)(=O)NC2CCS(=O)(=O)C2)cc1 (stereo unspecified)
-2%	31%[activator]	-5%	41%	8%	5%[12.7 µM]	2%	-1%	-3	CCC(O)c1cc2c(cc1NC(=O)c1cccs1)OCCO2 (stereo unspecified)
12%	-11%	-22%	-21%	24%	25%[59 µM]	6%	-4%	0	CCc1ccc2[nH]c3nc(SCC(=O)NNC(=O)c4ccc(C(C)(C)C)cc4)nnc3c2c1
-37%	-3%	?	0%	4%	3%[59 µM]	-2%	1%	6	O=C(COC(=O)c1ccccc1C(=O)c1ccccc1)Nc1cccc([N+](=O)[O-])c1
-30%	-14%	-3%	20%	28%	?	4%	-10%	3	Cc1ccc(C23CC4CC(CC(CN)(C4)C2)C3)cc1
-7%[57.1 µM]	-8%	7%	3%	29%	7%	4%	-5%	-2	O=C(CCc1nnc2ccc(N3CCC4(CC3)OCCO4)nn12)NCc1ccccc1Cl
2%	-11%	5%	-33%	27%	-7%[59 µM]	-9%	-7%	0	COc1ccc(C(=O)NC(=O)COC(=O)C2COc3ccccc3O2)cc1 (stereo unspecified)

Rewritten with two lines to a compound: three of the compounds above
Order of results – BAZ2B inh, ALOX12 inh, JMJD2A Tudor, RGS4 inh, HP1b chromo inh, G9a inh, GLS inh, ERG Ets-DNA blk, PI4K2A block
COc1ccc(C2(C(=O)c3ccccc3)C(=O)c3ccccc3C2=O)cc1
 : 22µM*, ., 35µM*, -17%, ?, ., 10%, 7%, 2
CCOC(=O)C1C(=O)C(C(=O)OCC)C(c2cccnc2)NC1c1cccnc1 (stereo unspecified)
 : -33%, -1%, -4%, 10%, 36%, ?, 23%, -1%, 4
Cc1ccccc1Cn1nnc2sc3c(c2c1=O)CCCC3
 : 97%[activator], -8%, 70%[activator], -15%, 104%[activator], 111%[activator][59 µM], -16%, 1%, -3

Screens deposited in PubChem by National Center for Advancing Translational Sciences (NCATS).
